# Screens as filed in PubChem BioAssay.
# K1F lysis inhibition: inhibition of K1F phage lysis, E. coli UTI89, bacterial capsule biogenesis inhibitors, alamar blue (AID 488966); E. coli UTI89 K1F phage lysis, alamar blue, 2 h; higher % means a stronger effect; one-dose inhibition, % at 100 µM; IC50 in µM for titrated hits; 340,000 tested, 0.02% active;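 active means phage lysis inhibition, versus mean bacterial control, above a set limit; inconclusive means no clear call, values can overlap the other calls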;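 further: capsule biogenesis inhibitors block K1F phage lysis so surviving cells raise fluorescence; higher fluorescence means more inhibition of phage lysis; actives were called in the ten point dose series up to 300 µM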
# RSV CPE inhibition: RSV antiviral activity via CPE protection, HEp-2 cells, primary 10 µM value included (AID 2391). 310,000 tested, 0.13% active. HEp-2 cells, RSV-induced CPE inhibition; higher % means a stronger effect. CPE inhibition, % at 10 µM, or IC50 in µM where a hit was titrated; in the data active means a potency from the dose series; inconclusive means CPE inhibition mostly from about 23% at the one dose, without a potency; inactive means the rest, 99 in 100 with CPE inhibition below about 21%; further: strong numbers were not always called active
# PhoP inhibition: PhoP-dependent GFP reporter repression – Salmonella Typhimurium, primary screen (AID 1863). S. Typhimurium PhoP-regulated promoter GFP reporter, 4 h; higher % means a stronger effect. inhibition, % at 50 µM; hits with a dose series show IC50 in µM. 300,000 tested, 0.16% active;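 active means inhibition over 29.93%, a cutoff 3 SD above the screen mean, later confirmed by dose response; inconclusive means inhibition over 29.93% but no dose response follow-up; inactive means inhibition at most 29.93% or unconfirmed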;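 further: 0% = low Mg2+ inducing control and 100% = high Mg2+ repressing control; strong numbers were not always called active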
# SV40 large T antigen: TAg ATPase/helicase activity blockers – biochemical (AID 1903); SV40 large T antigen ATPase/helicase inhibition assay; higher % means a stronger effect; one-dose inhibition, % at 20 µM; IC50 in µM for titrated hits; 310,000 tested, 0.39% active; in the data active means a potency from the dose series; inconclusive means inhibition mostly from about 32% at the one dose, without a potency; inactive means the rest, 99 in 100 with inhibition below about 32%; further: strong numbers were not always called active
# West Nile antiviral: inhibition of WNV-induced cytopathic effect – cell-based, CPE readout (AID 1621); CPE inhibition, % at 10 µM, or IC50 in µM where a hit was titrated; 290,000 tested, 0.02% active; West Nile virus-infected cells, CPE inhibition; higher % means a stronger effect; in the data active means a potency from the dose series; inconclusive means CPE inhibition mostly from about 3.7% at the one dose, without a potency; inactive means the rest, 99 in 100 with CPE inhibition below about 2.2%; further: strong numbers were not always called active
# Dengue-2 NS5 capping: Dengue-2 NS5 methyltransferase inhibitors, primary screen, biochemical, confirmation dose response (AID 588689); Dengue-2 NS5 methyltransferase capping enzyme assay, biochemical; higher % means a stronger effect; one-dose inhibition, % at 25 µM; IC50 in µM for titrated hits; 340,000 tested, 0.3% active; in the data active means a potency from the dose series; inconclusive means inhibition above about 29% without an active follow-up result
# Rac1 GTP hydrolysis: MgcRacGAP GTPase-activating activity inhibitors, confirmation, biochemical, ADP Hunter fluorescence | MgcRacGAP-stimulated Rac1 GTP hydrolysis, ADP Hunter fluorescence; higher % means a stronger effect; GST-tagged Rac1 F28L mutant substrate | inhibition, % at 30 µM; hits with a dose series show IC50 in µM | 340,000 tested, 0.6% active | AID 624330;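 active means first-screen hits whose inhibition reached a set limit at any dose in the follow-up dose series; inconclusive means inhibition above the set first-screen limit but never retested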;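 further: fluorescence reports GDP produced by GAP-driven GTP hydrolysis; strong numbers were not always called active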
# T cell HTS: modulates CD8 T cell binding to vesicles | 2C CD8+ T cell-vesicle binding, flow cytometry; active compounds read low | calls only at 7 µM | 330,000 tested, 0.068% active;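 active means response, share of CD8 T cells binding vesicles, and their 90th percentile fluorescence all below set limits, cut at about 80% in these data, passing the limit was not always enough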
#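 Benchmarks: naked versus QL9-loaded vesicles / Assay system: purified 2C TCR transgenic mouse naive CD8+ T cells / Technique: high-throughput flow cytometry with anti-B7-1 and anti-CD8 staining / Timing: Cell–vesicle co-incubation 1.5 h at 37 °C, staining 20 min on ice / Read-out: percent CD8+ FL2 mean versus row control / Probe or stimulus: QL9-loaded Drosophila micro-vesicles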
# NTR1 ag: NTR1-driven beta-arrestin-GFP spot formation – imaging, U2OS cells, high content, primary screen (AID 493036); 330,000 tested, 0.17% active; P30989; agonist mode; activation, % at 20 µM;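 active means activation at or above 40% of the spot to cytoplasm intensity ratio, with at least 20 cells analyzed; inconclusive means wells under 20 cells, flagged as cytotoxic or low count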;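 further: 0% = DMSO without peptide and 100% = 100 nM NTR1 peptide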
# Target sequence (P30989 whole entry, looked up): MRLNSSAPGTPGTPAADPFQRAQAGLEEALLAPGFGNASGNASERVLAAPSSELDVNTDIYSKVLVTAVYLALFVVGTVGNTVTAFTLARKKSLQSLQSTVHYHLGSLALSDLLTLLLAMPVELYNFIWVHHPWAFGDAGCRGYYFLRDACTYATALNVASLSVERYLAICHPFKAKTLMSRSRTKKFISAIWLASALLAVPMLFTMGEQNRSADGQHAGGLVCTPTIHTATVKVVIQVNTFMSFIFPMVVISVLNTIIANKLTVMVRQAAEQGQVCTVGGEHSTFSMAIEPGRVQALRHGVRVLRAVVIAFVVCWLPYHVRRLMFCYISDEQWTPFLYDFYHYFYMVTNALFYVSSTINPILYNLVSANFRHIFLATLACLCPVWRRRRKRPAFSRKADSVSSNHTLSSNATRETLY
# T cell HTS vesicle-bound %: second read-out of T cell HTS, no call of its own (marks repeat the call); double positive events, %; measured here: CD8+ vesicle-bound cell fraction;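 binding gate set so that unloaded-vesicle control wells show 10% double positive cells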
# NTR1 ag cell count 20 µM: further read-out of NTR1 ag, marked with its call; cell count; measured here: cell count, cytotoxicity flag
# Dengue-2 NS5 capping pilot replicate: also measured in Dengue-2 NS5 capping; calls as there; inhibition, %; measured here: pilot screen replicate inhibition
# Active calls of the source: *; i = inactive; ? = inconclusive; . = no result given; [ ] = dose if it differs, or a comment.
SMILES,K1F lysis inhibition,RSV CPE inhibition,PhoP inhibition,SV40 large T antigen,West Nile antiviral,Dengue-2 NS5 capping,Rac1 GTP hydrolysis,T cell HTS,T cell HTS vesicle-bound %,NTR1 ag,NTR1 ag cell count 20 µM,others
Cc1ccccc1NC(=O)COC(=O)C1CC2CCCC(C1)C2=O (stereo not given),0.5%[50 µM],-0.6%,.,.,.,1%,2%,i,27,2.1,58,
Cc1cc2ccccn2c1C(=O)c1cccc([N+](=O)[O-])c1,3.3%,0.6%,1%,12%,0.2%,-1%,5%,i,28,0.1,65,
O=C1C=C(c2ccc(Cl)c(C(F)(F)F)c2)C[C@@H](c2ccc3c(c2)OCO3)C1,-0.2%,0.7%,.,.,.,-1%,6%,i,29,4.4,61,
Cc1cc2c(NC3CCCCC3)ncnc2s1,0.3%,4.7%,4%,17%,-0.3%,0%,12%,i,47,1.0,59,Dengue-2 NS5 capping pilot replicate=3.0
C=CCC1C=CCC(CC=C)N1C(=O)c1ccccc1[N+](=O)[O-] (stereo not given),3.8%,3.5%,4%,4%,-0.8%,0%,6%,i,32,-0.5,51,
COc1ccc(NS(=O)(=O)c2ccc(N3CCCC3=O)cc2)cn1,1.0%,0.7%,-2%,-2%,1.4%,-3%,4%,i,59,1.2,47,
CCOc1ccc(S(=O)(=O)NCc2cccnc2)cc1,-0.3%,6.0%,0%,9%,-1.2%,-10%,.,i,51,-0.6,89,
Cc1c(NC(=O)C(C)Oc2ncnc3ccccc23)c(=O)n(-c2ccccc2)n1C (stereo not given),0.7%,-0.7%,-3%,4%,-0.2%,4%,12%,i,29,1.1,37,
CCCCOCC(O)CCc1n[nH]c(=S)n1-c1ccccc1 (stereo not given),0.5%,5.6%,-5%,26%,0.1%,-9%,0%,i,32,-1.2,25,
CCc1ccc(CN(C)C(C)C(=O)Nc2ccc(S(=O)(=O)N3CCCC3)cc2)cc1 (stereo not given),-0.1%[50 µM],.,.,.,.,-5%,4%,.,.,4.5,62,
C=CCn1c(COc2ccc(Cl)cc2)nnc1SCC(=O)N1CC(=O)Nc2ccccc21,-0.1%,-1.1%,7%,2%,-1.1%,-5%,9%,i,22,0.3,89,
Cc1ccc(-c2nnn(CC(=O)N(c3ccccc3)C(C(=O)NC3CCCC3)c3ccco3)n2)o1 (stereo not given),2.6%,1.2%,-4%,2%,0.2%,-8%,5%,.,.,1.2,74,
Cc1ccc2nc(SC(C)C(=O)N3CCCC3)[nH]c2c1 (stereo not given),3.7%,1.4%,3%,0%,-0.1%,0%,9%,i,31,-0.4,84,
COc1cccc(-n2nnc3c(=O)n(CC(=O)Nc4ccc(C)cc4)cnc32)c1,1.0%,1.7%,-3%,10%,0.3%,.,-1%,i,61,1.2,77,
CCc1ccc(NC(=O)NNC(=O)CCc2ccccc2)cc1,-0.6%[50 µM],0.8%,2%,16%,-0.3%,-11%,3%,i,12,2.2,55,
COC(=O)c1ccc(NC(=S)NCCCN2CCCC2=O)cc1,-0.9%[50 µM],0.8%,-9%,8%,-0.2%,-5%,3%,i,42,0.8,62,
Cc1ccc(S(=O)(=O)CCC(=O)Nc2ccc(Br)cc2)cc1,0.3%,3.3%,12%,20%,-0.7%,1%,8%,i,17,-0.5,77,
CN(C)CCCNc1oc(-c2ccccc2Cl)nc1S(=O)(=O)c1ccccc1,0.6%[50 µM],-1.3%,.,.,.,3%,-2%,i,25,-0.1,67,
CC(C)c1ccccc1NC(=O)c1ccc(CN(c2ccccc2)S(=O)(=O)c2ccccc2)cc1,.,4.2%,-7%,5%,-0.7%,.,.,i,12,0.3,47,
O=C(NC(=S)Nc1cccnc1Cl)c1ccc(F)cc1,-0.3%,4.4%,-3%,7%,-0.1%,-5%,2%,i,33,-2.0,55,
O=C(NNC1=C(C(=O)C(F)(F)F)CCC1)c1cccnc1,0.6%,2.1%,11%,2%,1.1%,1%,3%,i,32,1.5,45,
COc1ccc(C(=O)C2CCCN(C(=O)CCc3ccccn3)C2)c(C)c1 (stereo not given),-0.2%,0.9%,1%,-1%,-0.9%,-1%,3%,i,23,0.1,37,
CCOCCCNC(=S)NCCCNc1nc2c(C)c(C)ccc2cc1C#N,-0.3%,.,1%,12%,-1.1%,-7%,9%,.,.,.,.,
CCN(CC)NC(=S)Nc1ccccc1,3.5%,0.4%,0%,1%,-0.3%,0%,-2%,i,11,0.8,58,
COc1ccc(C(=O)/C=C/c2cccc(OCc3ccccc3)c2)cc1CSCC(=O)O,-0.6%,-0.1%,-6%,24%,1.6%,28%,11%,i,25,0.9,65,
Cc1c(CC(=O)NCCCO)c(=O)oc2cc3c(cc12)CCC(C)(C)O3,0.2%,1.8%,-7%,5%,0.1%,-3%,9%,i,42,0.9,77,
O=C(CCc1ccc(S(=O)(=O)N2CCOCC2)cc1)N1CCCC1,0.6%,1.3%,3%,22%,0.4%,-3%,4%,i,24,1.5,68,
CC1=Nc2cc(C(=O)N3CCCCC3)ccc2Sc2ccc(C)cc21,0.1%,4.9%,-5%,6%,0.4%,0%,14%,i,11,1.1,57,
CC1(C)Cc2c(c(-c3ccccc3)[nH]c(=O)c2C#N)CS1,-1.1%,3.1%,1%,1%,0.4%,7%,9%,i,32,-1.5,61,
CCOC(=O)N1CCN(S(=O)(=O)c2ccc(C)c([N+](=O)[O-])c2)CC1,0.6%,1.0%,3%,-22%,-1.0%,-1%,4%,i,39,1.9,64,

# Grouped by structure: those above containing an aryl methoxy group (4)
SMILES,K1F lysis inhibition,RSV CPE inhibition,PhoP inhibition,SV40 large T antigen,West Nile antiviral,Dengue-2 NS5 capping,Rac1 GTP hydrolysis,T cell HTS,T cell HTS vesicle-bound %,NTR1 ag,NTR1 ag cell count 20 µM,others
COc1ccc(NS(=O)(=O)c2ccc(N3CCCC3=O)cc2)cn1,1.0%,0.7%,-2%,-2%,1.4%,-3%,4%,i,59,1.2,47,
COc1cccc(-n2nnc3c(=O)n(CC(=O)Nc4ccc(C)cc4)cnc32)c1,1.0%,1.7%,-3%,10%,0.3%,.,-1%,i,61,1.2,77,
COc1ccc(C(=O)C2CCCN(C(=O)CCc3ccccn3)C2)c(C)c1 (stereo not given),-0.2%,0.9%,1%,-1%,-0.9%,-1%,3%,i,23,0.1,37,
COc1ccc(C(=O)/C=C/c2cccc(OCc3ccccc3)c2)cc1CSCC(=O)O,-0.6%,-0.1%,-6%,24%,1.6%,28%,11%,i,25,0.9,65,

# Of the compounds above, 3 contain a nitro group on carbon:
SMILES,K1F lysis inhibition,RSV CPE inhibition,PhoP inhibition,SV40 large T antigen,West Nile antiviral,Dengue-2 NS5 capping,Rac1 GTP hydrolysis,T cell HTS,T cell HTS vesicle-bound %,NTR1 ag,NTR1 ag cell count 20 µM,others
Cc1cc2ccccn2c1C(=O)c1cccc([N+](=O)[O-])c1,3.3%,0.6%,1%,12%,0.2%,-1%,5%,i,28,0.1,65,
C=CCC1C=CCC(CC=C)N1C(=O)c1ccccc1[N+](=O)[O-] (stereo not given),3.8%,3.5%,4%,4%,-0.8%,0%,6%,i,32,-0.5,51,
CCOC(=O)N1CCN(S(=O)(=O)c2ccc(C)c([N+](=O)[O-])c2)CC1,0.6%,1.0%,3%,-22%,-1.0%,-1%,4%,i,39,1.9,64,

# Back to the main list, repeating the 2 entries before the break.
SMILES,K1F lysis inhibition,RSV CPE inhibition,PhoP inhibition,SV40 large T antigen,West Nile antiviral,Dengue-2 NS5 capping,Rac1 GTP hydrolysis,T cell HTS,T cell HTS vesicle-bound %,NTR1 ag,NTR1 ag cell count 20 µM,others
CC1(C)Cc2c(c(-c3ccccc3)[nH]c(=O)c2C#N)CS1,-1.1%,3.1%,1%,1%,0.4%,7%,9%,i,32,-1.5,61,
CCOC(=O)N1CCN(S(=O)(=O)c2ccc(C)c([N+](=O)[O-])c2)CC1,0.6%,1.0%,3%,-22%,-1.0%,-1%,4%,i,39,1.9,64,
COc1ccc(Cl)cc1N1CC(C(=O)Nc2nccs2)CC1=O (stereo not given),0.7%,4.9%,-2%,13%,-0.1%,2%,12%,i,32,-0.6,37,
c1ccc(-c2nc3nonc3nc2-c2ccccc2)cc1,0.0%,3.2%,0%,-2%,.,-3%,2%,i,39,1.3,78,
CCC(CO)[n+]1c(C)cc(/C=C2\Sc3ccccc3N2Cc2ccccc2)cc1C (stereo not given),0.6%,0.6%,-47%,36%,-1.0%,-6%,2%,i,59,.,.,
O=C(CSc1nnc(Nc2ccccc2)s1)Nc1cccnc1Cl,-0.6%[50 µM],3.2%,8%,14%,1.2%,-15%,-1%,i,58,2.5,46,
O=C(C1CCCN(S(=O)(=O)c2cccc3cccnc23)C1)N1CCN(c2ccc(F)cc2)CC1 (stereo not given),8.3%,5.0%,1%,0%,-0.3%,-1%,13%,i,58,0.5,65,
CS(=O)(=O)NCCOc1ccc(S(=O)(=O)NCCOc2ccccc2)cc1,1.1%,0.1%,-4%,10%,-0.4%,-2%,3%,i,61,0.1,46,
CCOc1ccc(NC(=S)Nc2ccccc2C2(C)CC2)cc1,0.4%,1.4%,-12%,-12%,-1.0%,-4%,6%,i,6,2.7,64,
O=C(N/N=C/c1cn(-c2ccccc2)nc1-c1cccnc1)c1cccnc1,0.2%,0.4%,1%,0%,1.8%,-3%,0%,i,47,2.5,31,
CCOC(=O)c1c(NC(=S)N2CCN(C)CC2)sc2c1CCN(C(=O)OCC)C2,-4.1%,?,-11%,12%,-0.3%,-2%,-4%,i,20,13,49,
O=C(O)/C=C/C(=O)Nc1ccc(OC(F)F)cc1,0.1%,3.3%,-3%,11%,0.5%,-9%,5%,i,53,0.7,32,
CCCc1nnc(SCc2ccc(OC)cc2)n1N,0.1%,0.9%,8%,-2%,0.0%,0%,8%,i,13,0.2,67,
O=C(Nc1ccc(C(=O)N2CCOCC2)cc1)c1cccs1,0.0%,2.8%,5%,-1%,0.2%,6%,-4%,i,60,0.6,69,
N#Cc1ccc(OC(=O)C2CCN(C3=NS(=O)(=O)c4ccccc43)CC2)cc1,0.7%[50 µM],1.5%,.,.,.,-8%,3%,i,36,2.1,49,
O=C(Nc1cc(Cl)cc(Cl)c1)c1ccno1,0.1%,1.7%,9%,11%,-0.3%,-9%,12%,i,49,0.6,86,

# The order is random; any-hit rate near 1.5%.
